# Tau fibril FP: qHTS for Inhibitors of Tau Fibril Formation, Fluorescence Polarization | Potency, µM (highest dose often 57.7 µM), for inactives: top-dose activity, negative = inhibition, actives largely listed as inhibitors | Microtubule-associated protein tau (Homo sapiens), P10636 | K18 P301L tau heparin fibrillization, Alexa594 FP, 6 h | actives 0.39% (n = 280,000) | AID 1468, 2008; further: nearly all actives have a fitted effect of over 55% in size
# Target sequence (P10636 561-689 P618L limits assumed): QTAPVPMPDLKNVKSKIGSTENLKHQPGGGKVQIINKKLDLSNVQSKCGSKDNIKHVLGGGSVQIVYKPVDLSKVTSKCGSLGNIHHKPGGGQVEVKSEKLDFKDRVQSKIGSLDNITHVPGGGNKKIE
#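 FP of Alexa 594-tau after heparin (20 uM) induction. Substrate: human K18 P301L, 15 uM unlabeled, 0.24 uM labeled. Buffer 100 mM sodium acetate pH 7. 6 hr, 37 C.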
# GLA spleen mod: qHTS Assay for Inhibitors and Activators of Human alpha-Galactosidase From Spleen Homogenate; AID 2107, 2009; Potency, µM (top dose mostly 80 µM), for the others: at the top dose activity change, negative = inhibition, most hits filed as inhibitors; Alpha-galactosidase A (Homo sapiens), P06280; actives 0.008% (n = 240,000); human spleen homogenate, 4MU-alpha-Gal fluorescence, 40 min;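 further: 0% = enzyme with vehicle and -100% = no enzyme basal signal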
# Target sequence (P06280 32-429 limits assumed): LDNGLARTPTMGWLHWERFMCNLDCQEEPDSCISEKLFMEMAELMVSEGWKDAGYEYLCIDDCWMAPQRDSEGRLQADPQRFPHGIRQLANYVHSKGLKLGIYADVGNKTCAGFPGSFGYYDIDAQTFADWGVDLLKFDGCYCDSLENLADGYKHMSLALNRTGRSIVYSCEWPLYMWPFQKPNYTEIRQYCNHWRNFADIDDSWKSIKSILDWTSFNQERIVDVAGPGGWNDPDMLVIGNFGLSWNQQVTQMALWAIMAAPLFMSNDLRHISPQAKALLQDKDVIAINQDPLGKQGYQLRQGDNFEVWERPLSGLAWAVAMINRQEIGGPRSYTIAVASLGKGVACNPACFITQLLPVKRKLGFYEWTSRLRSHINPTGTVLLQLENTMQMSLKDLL
#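 Human spleen homogenate (1 ug) was the enzyme source, with 4-methylumbelliferyl-alpha-D-galactopyranoside (1 mM final) in pH 5.0 citrate buffer with 0.01% Tween-20. Compounds were titrated; after 40 min at 37C, NaOH/glycine stop, 4-MU fluorescence read; AC50 from Hill fits.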
# TRb SRC2 PPI: qHTS for Inhibitors of the Interaction of Thyroid Hormone Receptor and Steroid Receptor Coregulator 2; Thyroid hormone receptor beta (Homo sapiens), P10828; TRbeta-SRC2 peptide binding, fluorescence polarization; receptor liganded with 1 µM T3; Potency, µM (top dose mostly 106 µM), inactives show at the highest dose activity change, negative = inhibition, actives largely listed as inhibitors; actives 0.065% (n = 280,000);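 further: plate controls were bound peptide for no effect and peptide without receptor for full effect; nearly all actives have a fitted effect of over 50% in size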
#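 Human TRb LBD (0.6 uM) plus Texas Red-labeled SRC2 peptide (20 nM), 1uM T3, 5% DMSO, 5 hr at ambient temperature. Decreased polarization (555/632 nm) flags inhibition; data normalized to free and bound peptide controls.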
# TR SRC2 fluor cs: Total Fluorescence Counterscreen for Inhibitors of the Interaction of Thyroid Hormone Receptor and Steroid Receptor Coregulator 2; actives 0.29% (n = 280,000); TRb/SRC2 Texas Red total fluorescence interference; AID 1479, 2009; Potency, µM (highest dose often 106 µM), for inactives: top-dose fluorescence change, negative = quenching; active means well fitted curve in either direction with a large enough effect; inconclusive means small, poorly fitted or top-dose-only effect
#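 Human TRβ ligand-binding domain (0.6 uM) and Texas Red SRC2 peptide (20 nM) in Tris buffer with 1 uM T3 and 5% DMSO were incubated with pinned compound for 5 hr at ambient temperature. Total fluorescence was computed as S + 2P (555/632 nm).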
# L3MBTL1 inh: qHTS Assay for the Inhibitors of L3MBTL1; Lethal(3)malignant brain tumor-like protein 1 (Homo sapiens), Q9Y468; AlphaScreen L3MBTL1–H3K9me1 peptide binding; Potency, µM (highest dose often 57.1 µM), for inactives: at the top dose activity, negative = inhibition, usual class: inhibitors; actives 0.66% (n = 230,000); further: nearly all actives have a fitted effect of over 60% in size
#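 AlphaScreen assay: L3MBTL1 (50 nM final) was preincubated 30 min at room temperature with biotinylated H3(1-15)K9me1 peptide (75 nM final), then 30 min with library compounds; streptavidin donor and nickel chelate acceptor beads (10 ug/mL final) added, 30 min dark.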
# Tau fibril ThT: qHTS for Inhibitors of Tau Fibril Formation, Thioflavin T Binding | Potency, µM (series often up to 57.4 µM), for the others: top-dose activity, negative = inhibition, hits mostly inhibitors | AID 1460, 2008 | Microtubule-associated protein tau (Homo sapiens), P10636 | actives 2.1% (n = 270,000) | recombinant tau K18 P301L, heparin-induced fibrillization, ThT fluorescence; further: nearly all actives have a fitted effect of over 55% in size
#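 ThT emission at 510 nm, taken 1 hr after adding 30 uM dye, quantifies aggregates formed when 20 uM heparin acts on human tau K18 P301L for 6 hr at 37 C.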
# ALDH1A1 inh: qHTS Assay for Inhibitors of Aldehyde Dehydrogenase 1 (ALDH1A1) | Purified ALDH1A1, NADH fluorescence, propionaldehyde substrate | Potency, µM (doses to about 75.3 µM), inactives show top-dose activity, negative = inhibition, usual class: inhibitors | actives 7.3% (n = 220,000); active means well fitted inhibition curve with a large enough effect, not every such curve was filed as active; inconclusive means small, poorly fitted or top-dose-only effect, or another doubt; inactive means no such curve, though single readings can be large or run the other way;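 further: plate controls were no enzyme wells and a reference inhibitor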
# Target sequence (P00352 whole entry, looked up): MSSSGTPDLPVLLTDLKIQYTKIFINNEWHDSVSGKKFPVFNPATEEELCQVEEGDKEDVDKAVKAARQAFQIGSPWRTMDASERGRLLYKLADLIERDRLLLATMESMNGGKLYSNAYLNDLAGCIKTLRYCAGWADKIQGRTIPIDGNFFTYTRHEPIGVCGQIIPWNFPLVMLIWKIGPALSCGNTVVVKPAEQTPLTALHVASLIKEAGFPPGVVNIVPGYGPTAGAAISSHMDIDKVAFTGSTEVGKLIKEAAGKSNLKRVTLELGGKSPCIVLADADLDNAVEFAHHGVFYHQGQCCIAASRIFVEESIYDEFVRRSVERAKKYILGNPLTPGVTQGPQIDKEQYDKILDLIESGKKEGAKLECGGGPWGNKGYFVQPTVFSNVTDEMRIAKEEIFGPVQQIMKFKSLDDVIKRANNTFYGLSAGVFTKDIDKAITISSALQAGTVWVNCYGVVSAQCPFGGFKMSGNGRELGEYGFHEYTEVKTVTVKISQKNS
# Tau fluor counter: Counterscreen qHTS for Inhibitors of Tau Fibril Formation, Fluorescence Polarization | tau K18 P301L Alexa594 fluorescence, heparin fibrillization | AID 1463, 2008 | Potency, µM (series often up to 57.7 µM), without a hit: at the highest dose activity change, negative = decrease | actives 0.93% (n = 280,000); further: nearly all actives have a fitted effect of over 55% in size
#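 Human tau K18 P301L (15 uM unlabeled, 0.24 uM Alexa 594-labeled) in 100 mM sodium acetate pH 7 with 20 uM heparin, 6 hr at 37 C. ThT 30 uM added, 1 hr ambient; Alexa 594 FP and total fluorescence read at 555/632 nm.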
# An asterisk follows results filed as active; ? = inconclusive; nt = not tested or not shown; & = joins results of further samples; [ ] = remark or other dose. Unless noted, the call rests on the fitted dose curve; in most records, active means well fitted curve in the direction sought with a large enough effect; inconclusive means small, poorly fitted or top-dose-only effect, or another doubt; inactive means no such curve, though single readings can be large; an effect the other way counts as inactive or inconclusive. Unless noted, on the % scale 0 is the no-effect control and ±100 the full control effect; potency means the concentration at half of the fitted maximal effect.
# Codes – A = Tau fibril FP; B = GLA spleen mod; C = TRb SRC2 PPI; D = TR SRC2 fluor cs; E = L3MBTL1 inh; F = Tau fibril ThT; G = ALDH1A1 inh; H = Tau fluor counter
Cc1ccc(NC(=S)NN2CCN(C)CC2)cc1
  A: 3%	B: 2%	C: -1%[53 µM]	D: 0%[53 µM]	E: 5%	F: 3%	G: 14%	H: 8%
COc1ccc(-c2ccc(/C=C3\C(=O)N(c4ccccc4)N=C3c3ccccc3)o2)c([N+](=O)[O-])c1
  A: 5%	B: 3%	C: -4%	D: -2%	E: -17%	F: ?	G: 2%	H: ?
COc1cccc(NC(=O)NC(C)C2CC3CCC2C3)c1 (stereo unspecified)
  A: -3%	B: 1%	C: -5%	D: 2%	E: 5%	F: -5%	G: 5µM*	H: -22%
Cc1ccc(S(=O)(=O)NCC(=O)N/N=C/c2ccc(Cl)cc2)cc1
  A: 3%	B: -4%	C: -5%	D: 1%	E: 25%	F: 10%	G: ?	H: 3%
O=C(COc1ccc(Cl)cc1Cl)N(Cc1ccco1)C1CCS(=O)(=O)C1 (stereo unspecified)
  A: -9%	B: -2%	C: -4%	D: -6%	E: -8%	F: -7%	G: ?	H: -17%
O=C(N/N=C/c1cccc(Oc2ccc([N+](=O)[O-])cc2[N+](=O)[O-])c1)c1cncc(Br)c1
  A: 4%	B: 12%	C: 0%	D: 4%	E: -9%	F: ?	G: 6%	H: 8.9µM*[quencher]
Cc1cccc(-c2csc(N)c2C(=O)OC(C)C)c1
  A: 0%	B: -7%	C: 7%	D: -5%	E: 0%	F: -15%	G: ?	H: ?
O=C(NCC1COc2ccccc2O1)C1C2C=CC3(CN(Cc4cccs4)C(=O)C13)O2 (stereo unspecified)
  A: 8%	B: -5%	C: -6%	D: -2%	E: 3%	F: 5%	G: 8%	H: 3%
COc1cccc(NC(=O)Cn2c(CCC(=O)O)ccc2-c2ccccc2)c1
  A: 1%	B: 4%	C: -3%	D: 0%	E: nt	F: -17%	G: -6%	H: -15%
COc1cc(OC)cc(-c2nnc(SCC(=O)c3ccc([N+](=O)[O-])cc3)o2)c1
  A: 0%	B: nt	C: 7%	D: 3%	E: nt	F: ?	G: nt	H: ?
CCC(=O)N1CCN(c2nc3c(C)cccc3s2)CC1
  A: -2%	B: nt	C: -8%	D: -1%	E: nt	F: ?	G: nt	H: -9%
COC(=O)c1cc2c(ccn2-c2ccc(F)cc2)n1Cc1ccc(C#N)cc1
  A: -10%	B: 1%	C: 2%	D: 2%	E: -14%	F: 0%	G: -8%	H: -29%
CCC(C)[C@H]1CNC(=S)N1CCc1cccc2ccccc12 (stereo partly specified)
  A: 10%	B: -10%	C: 5%	D: 0%	E: nt	F: -10%	G: nt	H: -5%
COC(=O)C1=C(C)Nc2c(c(=O)n(C)c(=O)n2C)C1c1ccc(C)cc1 (stereo unspecified)
  A: -3%	B: 2%	C: 4%	D: 4%	E: nt	F: -3%	G: -6%	H: -4%
CC(C)=NO[C@@H](C)c1cn([C@H](CO)Cc2ccccc2)nn1
  A: 6%&-3%[11.6 µM]	B: 4%&-5%[17.5 µM]	C: -2%&-2%[11.2 µM]	D: -6%&1%[11.2 µM]	E: nt	F: 0%&-1%[11.5 µM]	G: 14%&-10%[13.5 µM]	H: 0%&-1%[11.6 µM]
CS(=O)(=O)N(CC(=O)NCc1ccccn1)c1ccc2c(c1)OCCO2
  A: -8%	B: 4%	C: -19%	D: 2%	E: 12%	F: 4%	G: 5%	H: -4%
CN1CCN(C2=Nc3c(Cl)cc(Cl)c4cccc2c34)CC1
  A: 4%	B: -4%	C: 5%	D: -1%	E: nt	F: 18µM*	G: -11%	H: -13%
CSCCC(NS(=O)(=O)c1ccc(Cl)cc1)C(=O)OCC(=O)N1CCCc2ccccc21 (stereo unspecified)
  A: ?	B: 0%	C: -3%	D: 0%	E: 5%	F: -14%	G: ?	H: -19%
CCOc1ccc(/C=C/c2nc(C#N)c(N3CCCCCC3)o2)cc1
  A: 8%	B: nt	C: 7%	D: -3%	E: nt	F: ?	G: nt	H: ?
Cc1ccccc1S(=O)Cc1ccc(C(=O)NCc2ccccc2Cl)o1 (stereo unspecified)
  A: -2%	B: nt	C: -2%	D: -2%	E: nt	F: -3%	G: nt	H: -6%
CCCCNC(=O)COC(=O)c1ccc(F)cc1Cl
  A: 6%	B: -5%	C: -5%	D: -1%	E: 14%	F: -4%	G: 2%	H: 0%
O=C(O)CCCSc1nccn1-c1ccccc1
  A: -6%	B: -16%	C: -2%	D: -1%	E: nt	F: -10%	G: 9%	H: -10%
CC1CCN(C(=O)c2cccc(NC(=O)c3nsc4ccccc34)c2)CC1
  A: 4%	B: nt	C: -8%	D: -1%	E: nt	F: -13%	G: nt	H: -13%
O=C(CSc1nnc(-c2cccnc2)s1)Nc1ccnc2ccccc12
  A: -10%	B: 5%	C: 3%	D: -5%	E: 2%	F: ?	G: 7%	H: -11%
CC(=O)Nc1ccccc1-c1nnc(SCc2ccccc2Cl)[nH]c1=O
  A: 5%	B: -4%	C: -4%	D: -2%	E: nt	F: -2%	G: -3%	H: 0%
Cc1cc(Nc2ccccc2)n(C(=O)c2ccccc2)n1
  A: -5%	B: -3%	C: -2%	D: -2%	E: nt	F: ?	G: -6%	H: -24%
COc1ccc(-c2cc3ccc(O)c(CN4CCCC4)c3oc2=O)cc1OC
  A: -5%	B: nt	C: -4%	D: -1%	E: nt	F: ?	G: nt	H: -3%
Cc1cccn2cc(CSc3nnc(Nc4ccc(C(C)C)cc4)s3)nc12
  A: 7%	B: 8%	C: -1%	D: 0%	E: -12%	F: ?	G: -13%	H: -16%
Cc1nn(-c2cccc(C(F)(F)F)c2)c(Cl)c1/C=N/Nc1cccc(C(=O)O)c1
  A: -1%	B: -7%	C: -7%	D: -5%	E: -9%	F: ?	G: -5%	H: ?
COc1cc(Cc2nc3ccc(S(=O)(=O)N4CCOCC4)cc3[nH]2)cc(OC)c1OC
  A: -3%	B: 1%	C: 6%	D: -6%	E: nt	F: -13%	G: ?	H: -16%

# A second format for some results above:
compound | Tau fibril FP | GLA spleen mod | TRb SRC2 PPI | TR SRC2 fluor cs | L3MBTL1 inh | Tau fibril ThT | ALDH1A1 inh | Tau fluor counter
CCCCNC(=O)COC(=O)c1ccc(F)cc1Cl | 6% | -5% | -5% | -1% | 14% | -4% | 2% | 0%
O=C(O)CCCSc1nccn1-c1ccccc1 | -6% | -16% | -2% | -1% | nt | -10% | 9% | -10%
CC1CCN(C(=O)c2cccc(NC(=O)c3nsc4ccccc34)c2)CC1 | 4% | nt | -8% | -1% | nt | -13% | nt | -13%

# Further structures
# Codes – A = Tau fibril FP; B = GLA spleen mod; C = TRb SRC2 PPI; D = TR SRC2 fluor cs; E = L3MBTL1 inh; F = Tau fibril ThT; G = ALDH1A1 inh; H = Tau fluor counter
Cc1nnc(NC(=O)CSc2nnc3c(n2)[nH]c2ccccc23)s1
  A: 0%	B: nt	C: -1%	D: 5%	E: nt	F: ?	G: nt	H: -20%
CC(Oc1ccc(Cl)cc1)c1ccc(C#N)c(=O)[nH]1 (stereo unspecified)
  A: 3%	B: 3%	C: 3%	D: -7%	E: ?	F: 2%	G: ?	H: 1%
COc1ccccc1/C=C/CN1CCCC(CO)(Cc2cccc(Cl)c2)C1 (stereo unspecified)
  A: -7%	B: -3%	C: -4%	D: 4%	E: -16%	F: -19%	G: ?	H: -22%
Cc1ccc(-c2cc(C(F)F)nc(N3CCOCC3)n2)cc1
  A: -5%	B: -2%	C: 4%	D: -1%	E: 124%[activator]	F: -11%	G: -8%	H: -13%
O=C(CN1CCN(C(=O)c2ccccc2)CC1)Nc1ccc(Br)cn1
  A: 3%	B: 10%	C: -18%	D: -4%	E: nt	F: -12%	G: ?	H: 2%
CC1Cc2cc(/C(O)=C3\C(=O)C(=O)N(CCN(C)C)C3c3ccccc3F)ccc2O1 (stereo unspecified)
  A: 3%	B: -7%	C: 1%	D: -2%	E: 5%[11.4 µM]	F: -3%	G: 2%	H: 6%
COC(=O)C(C(=O)OC)[C@@H](NC(=O)OCc1ccccc1)c1ccccc1
  A: 2%	B: -9%	C: 5%	D: 1%	E: nt	F: -5%	G: -16%	H: -2%
COc1cc(-c2nnc3sc(C4CCCCC4)nn23)cc(OC)c1OC
  A: -10%	B: 1%	C: 0%	D: -6%	E: -6%	F: ?	G: ?	H: 3%
COc1ccc(C(C)(C)C)cc1NC(=O)Cn1cnnn1
  A: 2%	B: -1%	C: 3%	D: -2%	E: 1%	F: 0%	G: -3%	H: -2%
Cc1ccc(C(O)Cn2cc([N+](=O)[O-])nc2C)cc1 (stereo unspecified)
  A: -6%	B: 0%	C: 5%	D: 0%	E: nt	F: nt	G: nt	H: 8%
CC1CCCN(Cc2c(O)ccc3c4c(c(=O)oc23)CCCC4)C1 (stereo unspecified)
  A: -2%	B: ?	C: 1%	D: 0%	E: -1%	F: -9%	G: nt	H: -11%
COc1ccc(CCCn2ncc3c2nc(N)n2nc(-c4ccco4)nc32)cc1
  A: -5%	B: 0%	C: -6%	D: -5%	E: nt	F: -11%	G: -7%	H: -15%
CCOC(=O)c1ccc(N2C(=O)c3n[nH]c(-c4cccs4)c3C2c2ccc(CC)cc2)cc1 (stereo unspecified)
  A: ?	B: nt	C: -1%	D: -1%	E: nt	F: -13%	G: nt	H: ?
Cc1cc(C(=O)COC(=O)c2cc(Cl)ccc2N)c(C)n1Cc1ccco1
  A: -12%	B: 4%	C: -6%	D: 0%	E: ?	F: -5%	G: ?	H: -26%
CC1(C)C2([N+](=O)[O-])CN3CC1([N+](=O)[O-])CN(C2)C3c1ccccc1 (stereo unspecified)
  A: -8%	B: -1%	C: -10%	D: 0%	E: -1%	F: -6%	G: 15%	H: -2%

# Bioassay records: PubChem, National Center for Advancing Translational Sciences (NCATS)
